tim10-1 inh: tim10-1 yeast growth inhibition. AID 463190. inhibition, % at 20 µM. hit rate 2.2% among 330,000. S. cerevisiae tim10-1 ts strain growth, BacTiter-Glo, 24 h;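 active means inhibition of at least 40%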;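 further: mutant grown at 25 °C; 0% = DMSO wells with yeast and 100% = wells holding no yeast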
beta cell repl: induces beta-cell replication in MIN6 cells; MIN6 cells proliferation, ATPlite luminescence, 48 h; cells starved in 0.2% serum; 100% = growth in 10% serum; hit rate 0.29% among 330,000; proliferation, % at 10 µM; AID 2380;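 active means compounds whose signal lies at least 3.5 SD above the mean of all wells on their plate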;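 further: 0% = DMSO-treated cells in low-serum medium and 100% = 10% serum control; some compounds called inactive have numbers as strong as hits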
MPTP inh: permeability transition pore inhibition; isolated mouse mitochondria, Ca2+ swelling absorbance, 30 min; inhibition, % at 10 µM; hit rate 1.4% among 360,000; AID 602449;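 active means inhibition of 50% or more, scaled per plate between neutral and stimulator controls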;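 further: 0% = DMSO wells given calcium and 100% = 1 mM EGTA wells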
tim23-1 inh: inhibits growth of tim23-1 mutant yeast. S. cerevisiae tim23-1 growth, BacTiter-Glo luminescence, 24 h. inhibition, % at 20 µM. hit rate 1.3% among 330,000. AID 463212;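 active means growth inhibition of the mutant yeast at or above 50%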;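 further: temperature-sensitive mutant grown at 25 °C; plate controls were DMSO-treated mutant yeast for no effect and medium wells lacking yeast for full effect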
NR3A LBD binder: modulators (binders) of human NR3A ligand-binding domain; Tm shift relative to glycine control, % at 25 µM; hit rate 2.5% among 340,000; NR3A LBD differential scanning fluorimetry, Tm shift; 0% = protein alone, 100% = glycine-bound protein;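 active means melting temperature shift of at least 10% of the positive control shift, at one fixed dose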
APJ agonist: APJ receptor agonism; AID 2520; CHO-K1 APJ PathHunter beta-arrestin, luminescence; 0% DMSO wells, 100% apelin; hit rate 0.11% among 330,000; activation, % at 20 µM; P35414;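 active means activation more than six SD over the plate average, tested at 20 µM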;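 further: 0% = DMSO alone and 100% = apelin-13 at 10 nM; some results filed as inactive read as strong as hits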
Target sequence (P35414 whole entry, looked up): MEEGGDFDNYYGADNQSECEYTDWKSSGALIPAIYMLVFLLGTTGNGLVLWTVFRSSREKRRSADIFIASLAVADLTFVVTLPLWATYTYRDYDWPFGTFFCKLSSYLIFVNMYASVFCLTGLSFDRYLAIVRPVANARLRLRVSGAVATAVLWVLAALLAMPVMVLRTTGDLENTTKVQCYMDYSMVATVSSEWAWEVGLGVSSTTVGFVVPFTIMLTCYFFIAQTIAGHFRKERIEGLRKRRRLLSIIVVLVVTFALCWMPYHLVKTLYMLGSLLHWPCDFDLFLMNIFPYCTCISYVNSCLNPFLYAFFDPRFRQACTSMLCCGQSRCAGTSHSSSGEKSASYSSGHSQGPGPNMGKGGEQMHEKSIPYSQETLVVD
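Material: engineered CHO-K1 APJ arrestin reporter cells; amount: 1000 CHO-K1 reporter cells seeded per well; incubation: compound stimulation 90 min at 25 °C, detection 60 min; signal: luminescent beta-gal fragment complementation, chemiluminescent substrate; read-out basis: APJ agonist activity; controls: DMSO-only wells as negative, 10 nM Apelin-13 as positive control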
TIM10 inh: growth inhibitors of TIM10 yeast strain; S. cerevisiae TIM10 strain growth, BacTiter-Glo luminescence, 24 h; inhibition, % at 10 µM; hit rate 1.4% among 330,000; AID 463195;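 active means inhibition of 40% or more at the single tested concentration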;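 further: wild-type TIM10 isogenic control strain grown at permissive 25 °C; 0% = DMSO yeast wells and 100% = minimal medium wells without yeast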
NALP3 yeast inh: blocks the NALP3 inflammasome reconstituted in yeast | Yeast reconstituted NLRP3/ASC/caspase-1, beta-gal luminescence, 24 h | inhibition, % at 10 µM | hit rate 0.39% among 330,000 | AID 2825;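 active means inhibition of 50% or more; inactive means inhibition below 50%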;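 further: plate controls were induced DMSO wells for no effect and uninduced yeast grown without galactose for full effect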
APJ antagonist: blocks the human apelin receptor APJ | AID 2521 | inhibition, % at 20 µM | CHO-K1 APJ beta-arrestin complementation, luminescence | hit rate 0.32% among 330,000 | P35414;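 active means inhibition above about 40% at 20 µM, limit read from the data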;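 further: cells challenged with 10 nM apelin-13 agonist together with compound; plate controls were apelin-13 plus DMSO wells for no effect and DMSO wells lacking apelin-13 for full effect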
An asterisk follows results filed as active; . = no result given.

SMILES	tim10-1 inh	beta cell repl	MPTP inh	tim23-1 inh	NR3A LBD binder	APJ agonist	TIM10 inh	NALP3 yeast inh	APJ antagonist
CCOc1ccc(NC(=O)C2CC(=O)N(CCc3ccccc3)C2)cc1OC (stereo not given)	-1	-2	-1.3	2	1	-1	11	10	-3
CCN(CC)c1ccc(C=Nc2ccccc2C)c(O)c1	34	0	1.7	15	1	-1	-4	12	-14
CCOC(=O)c1c(C)c(C(=O)NCCc2ccccc2)c(C)n1C	7	2	1.4	-5	0	-3	10	10	15
COc1ccc(-c2ccc(OC)c([C@H]3[C@H]4C=CC[C@@H](C)[C@@H]4C(=O)N3Cc3ccccc3)c2)cc1OC	25	-8	-0.9	32	-2	2	11	1	-11
Cc1cccc(NC(=S)NCC(c2cccnc2)N(C)C)c1C (stereo not given)	13	0	2.1	2	-2	-2	-12	4	-3
Cc1nc2cc3ccccc3cc2n1C	-1	0	-2.6	9	1	0	0	41	10
COC(c1ccccc1)c1nnc(CCC(=O)N2CCN(Cc3cccs3)CC2)o1 (stereo not given)	-1	-2	-1.5	11	-1	-3	6	24	15
CCO[C@@H]1OC(C(=O)NC2CC2)=C[C@H](C2CCCCC2)[C@H]1CCCO	-13	-4	-0.7	-6	1	-5	2	23	0
CCC(CO)NCc1ccc(Br)cc1 (stereo not given)	1	3	1.5	-8	-3	-2	7	-1	-9
CC(OC(=O)CN(C)S(=O)(=O)c1ccc(Cl)cc1)C(=O)Nc1cccc(Cl)c1 (stereo not given)	7	-4	17	40	0	-2	0	5	6
Cc1ccc(N2CCN(CCc3nc4cc(NC(=O)c5ccco5)ccc4n3C)CC2)cc1	14	3	-0.5	24	-2	-2	18	7	-1
CC(=O)Nc1ccc(NC(=O)Cn2ccc([N+](=O)[O-])n2)cc1	3	-1	-0.9	26	-2	-2	8	-2	-14
CCOC(=O)C1(CCOc2ccccc2)CCN(Cc2ccc(O)c(OCC)c2)CC1	20	-3	16	22	-1	-3	6	18	10
Cc1cc(C)c(C#N)c(Nc2ccccc2F)n1	8	1	-0.5	19	-1	3	13	14	3
COc1ccc(C(=O)NCC(=O)OCC(=O)NCc2cccs2)cc1	4	-2	0.4	-1	-2	-4	3	19	-12
Cn1cccc1C1C=C(c2ccc(C(C)(C)C)cc2)Nc2ncnn21 (stereo not given)	31	-8	82*	45	9	-2	20	13	0
O=C(Cn1nc(CNc2ccc(Br)cc2)[n+]2c1CCCCC2)c1ccc([N+](=O)[O-])cc1	-14	-3	-9.0	-7	3	4	-7	23	-38
O=C(CN1C(=O)CCC1=O)Nc1nc(-c2ccc(Cl)s2)cs1	12	0	-3.9	16	-14	1	-10	8	8
CCN(CC)CCN(Cc1cc2cc3c(cc2[nH]c1=O)OCO3)C(=S)NCCOC	-24	0	0.6	-8	2	-2	-2	-1	8
Cc1ccc(-c2nnc(SCC(=O)N3CCN(c4ccccc4)CC3)o2)cc1	5	0	-1.6	1	1	-2	9	9	10
CCCNC(=O)[C@H](Cc1c[nH]c2ccccc12)NC(=O)c1ccccc1Cl	20	0	-0.1	14	0	0	-11	7	-12
CCOC(=O)CN1C(=O)C(=O)c2cccc(C)c21	15	0	-0.9	-8	0	-5	11	14	-41
Cc1cccc(N2C(=O)Cc3ccccc3C2=O)c1	-4	-2	-0.5	33	-2	-3	13	18	16
COc1ccc([C@@H]2CC(=O)c3c(O)cc(O)cc3O2)cc1O	10	-4	-4.0	23	-3	-1	6	9	-8
COc1ccccc1C(=O)NCC(=O)N1CCN(S(=O)(=O)c2ccc3c(c2)OCCO3)CC1	7	2	-2.6	15	13*	6	9	9	12
O=C(N/N=C/c1ccc[nH]1)c1ccc2c(c1)OCO2	11	-3	-0.1	-8	-1	-1	8	4	18
COc1ccc(CNC(=O)C2C3C=CC4(CN(Cc5cccnc5)C(=O)C24)O3)cc1 (stereo not given)	3	-2	1.0	9	-17	-1	-8	8	20
CC(C)N(C(=O)[C@H]1C[C@H](CC(=O)NCCN2CCOCC2)C(=O)N2CCc3c([nH]c4ccc(Cl)cc34)[C@]12C)C(C)C	9	.	0.8	28	-1	.	2	.	.
CP(=O)(Nc1cc(Cl)ccc1Cl)c1nc2c(s1)CCCC2 (stereo not given)	25	0	3.1	23	-1	-5	20	7	5
CCN(CC)c1ccc(/C=N/Nc2nc(C)cc(C)n2)c(O)c1	15	-5	-0.2	22	8	-4	9	58*	27
COc1ccc(OC)c(CC(NC(C)=O)C(=O)NC2CCN(c3c(Cc4ccccc4)c(C)nc4ncnn34)CC2)c1 (stereo not given)	19	-2	3.9	-4	-1	-3	7	0	5
COc1ccccc1NC(=O)c1ccc(NC(=O)CSc2nncn2C)cc1	1	-1	0.4	3	-1	-1	-6	0	-16
Cc1c(N=Cc2nc3ccccc3n2C)c(=O)n(-c2ccccc2)n1C	31	0	1.7	43	2	-2	27	11	4
CN(C)c1ccc(/C=C2\CCCCC2=O)cc1	25	-2	2.3	24	0	-3	17	31	-2
CCOC(=O)c1sc(NC(=O)Nc2ccccc2Cl)cc1C	2	0	72*	21	28*	-3	-8	28	-6
CN1CCN(NC(=O)Nc2ccc(Br)cc2)CC1	1	-1	26	15	1	9	7	30	9
Cc1ccsc1/C=N/NC(=O)c1ccc([N+](=O)[O-])cc1	16	1	-0.5	8	2	-1	1	10	-28
O=C(CC(Nc1ccccc1)C(=O)O)c1ccccc1 (stereo not given)	16	0	-1.3	17	36*	-2	8	11	8
Cc1ccc(C)c(OCCC(=O)OCC(=O)N(C)c2c(N)n(Cc3ccccc3)c(=O)[nH]c2=O)c1	-14	7	-0.6	-5	-1	0	-7	-3	-5
Cn1c(N)c(C(=O)c2ccccc2)c(=O)n(C)c1=O	-19	-2	0.6	-11	7	-1	-13	7	6
COc1ccccc1/C=C1\SC(N2CCC(C)CC2)=NC1=O	31	-6	0.3	46	-1	-2	18	25	14
CCN1CCN(C(=S)Nc2cccc([N+](=O)[O-])c2)CC1	-4	1	1.1	-6	-1	-4	5	-1	-2
NNC(=O)c1oc2nc(-c3ccccc3)cc(-c3ccco3)c2c1N	20	0	3.0	36	-1	0	19	10	26
O=C(CN1C(=O)NC2(CCCCCC2)C1=O)Nc1ccc([N+](=O)[O-])cc1	-3	-3	1.2	5	-1	0	-3	6	-3
Cc1cccc(-n2nnnc2-c2cnccc2C(F)(F)F)c1C	3	-4	1.2	3	2	1	7	-2	2
CCCCC(=O)Nc1ccc(NC(=S)NC(=O)CCCCl)cc1OC	48*	0	0.9	22	-2	0	35	17	-21
COc1ccccc1-n1c(SCC(=O)N2CCCCC2)nc2cccnc21	13	-2	-0.6	-6	5	1	-11	-9	-9
COc1ccc(C(=O)c2c(O)cc(-c3ccc(OC)cc3)oc2=O)cc1	-5	-3	0.5	27	0	-2	0	-1	-17
Cn1/c(=N/NC(=O)c2ccccc2F)sc2ccccc21	10	7	-1.6	9	1	1	-2	34	4
O=C(N/N=C\c1ccccc1F)c1ccc(-c2ccccc2)cc1	-34	-4	1.0	7	-19	9	-16	17	-3

Single records (already shown):
NNC(=O)c1oc2nc(-c3ccccc3)cc(-c3ccco3)c2c1N in the list: tim10-1 inh: 20; beta cell repl: 0; MPTP inh: 3.0; tim23-1 inh: 36; NR3A LBD binder: -1; APJ agonist: 0; TIM10 inh: 19; NALP3 yeast inh: 10; APJ antagonist: 26
Cc1cccc(-n2nnnc2-c2cnccc2C(F)(F)F)c1C in the list: tim10-1 inh: 3; beta cell repl: -4; MPTP inh: 1.2; tim23-1 inh: 3; NR3A LBD binder: 2; APJ agonist: 1; TIM10 inh: 7; NALP3 yeast inh: -2; APJ antagonist: 2

Other compounds follow.
SMILES	tim10-1 inh	beta cell repl	MPTP inh	tim23-1 inh	NR3A LBD binder	APJ agonist	TIM10 inh	NALP3 yeast inh	APJ antagonist
CCOC(=O)Cc1csc(NS(=O)(=O)c2ccc(C(F)(F)F)cc2)n1	3	1	2.2	23	2	5	-15	21	-26
C=CCn1c(=NC(=O)C2COc3ccccc3O2)sc2cccc(OC)c21 (stereo not given)	-2	-5	0.7	20	0	-6	-28	4	13
COc1cccc(C2CC(C(F)(F)F)n3ncc(C(=O)NCC4CCCO4)c3N2)c1 (stereo not given)	14	2	0.1	25	-1	-1	15	11	19
Cc1c(N=C2NC(=O)C(CC(=O)Nc3ccc(Cl)cc3)S2)c(=O)n(-c2ccccc2)n1C (stereo not given)	4	1	-2.6	3	1	-2	2	20	-12
COc1cc(/C=N/NC(=O)CC#N)ccc1Oc1nc(Cl)ncc1F	1	-1	0.0	10	0	-1	16	9	4
Cc1ccc(/C=C(\C#N)C(=O)Nc2cccc3ncccc23)o1	14	1	0.8	-9	-3	1	-14	10	-19
C=CCOc1ccc(/C=C(\C#N)C(=O)Nc2ccccn2)cc1	15	4	-0.2	9	-1	6	-6	17	-3
O=C1c2ccccc2NC(c2cn[nH]c2-c2ccc(Cl)cc2)N1O (stereo not given)	8	-1	-0.2	-5	4	3	-25	17	5
COc1ccc(NC(=O)CC(C(=O)O)C(C)c2ccccc2)cc1 (stereo not given)	-6	2	0.0	-1	0	0	0	-3	14
COc1cc2c(cc1OC)C(c1cccc([N+](=O)[O-])c1)=NCC2	4	0	0.6	7	-1	2	-10	5	9
O=C(COc1ccc2ccccc2c1)NN1C(=O)c2ccccc2C1=O	-13	-2	1.3	-14	2	0	-2	10	1
COCCNC(=O)CSc1cc(=O)n(C)c2cc(Cl)ccc12	12	-2	1.2	4	-5	1	-29	-1	-12
Cc1ccc(NC(=S)NCCN2CCOCC2)cc1	3	-1	-1.8	2	2	-1	-8	-14	1
Cc1ccc(NC(=O)CCc2c(C)nc3ncnn3c2C)cc1	6	-5	3.6	-6	1	-1	3	1	-1
O=C(CSc1nc2ccccc2n1CCc1ccccc1)N1CCOCC1	14	0	-0.9	29	-4	4	6	6	-28
Cn1nc(-c2ccccc2)c(C(=O)NC(C(=O)O)c2ccccc2)c1Cl (stereo not given)	1	-4	0.5	-8	2	0	-7	16	11
C[N+]1(C2CCC3CCC2C3O)CCCC1 (stereo not given)	9	-1	-0.1	-1	-2	-1	2	-1	7
O=C1COc2ccc(C(=O)COC(=O)Cc3ccccc3F)cc2N1	-7	-5	0.4	17	-4	1	13	4	-5
Cc1ccc2oc(=O)cc(CN3CCC(C)CC3)c2c1	39	-3	-0.6	19	-1	0	-6	-28	8
O=C(C1CCN(Cc2cc(Cl)ccc2O)CC1)N1CCN(Cc2ccccc2)CC1	15	0	0.2	11	2	0	-9	13	-9
CCCCc1nc2cc(C(=O)N3CCC(OC)CC3)ccc2o1	11	-2	-0.5	25	0	1	-3	9	3
CNc1c(NS(=O)(=O)c2ccc3c(c2)CCCC3)c(=O)oc2ccccc12	-25	0	-0.9	-8	-1	1	3	-3	4
CN(C(=O)c1ccc(NC(=O)Cc2cccc(NC(=O)C3CCCN(C(=O)C4CC4)C3)c2)cc1)C1CCCC1 (stereo not given)	9	-2	-0.7	23	0	-2	-2	11	2
Cc1ccc(C)c(C(=O)OCC(=O)N(C)c2ccccc2)c1	56*	-4	0.0	44	-4	0	35	22	-18
CCCCOCCCNCC(=O)Nc1ccc(S(N)(=O)=O)cc1	-8	-1	0.0	-4	-1	-3	-9	6	16

Structures listed so far shown as hits in NALP3 yeast inh.
molecule	MPTP inh	NR3A LBD binder	NALP3 yeast inh	APJ antagonist
CCN(CC)c1ccc(/C=N/Nc2nc(C)cc(C)n2)c(O)c1	-0.2	8	58*	27
